CHT PAM – allosteric activators of human choline transporter CHT; CHT-expressing cells, membrane potential dye, choline EC20; hits give high values; LV-AA mutant CHT in HEK293 cells; B-score at 10 µM; 310,000 tested, 0.49% active;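 active = initial fluorescence not abnormally high and integrated response B-score, plate-corrected, over 3 SD above library mean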
Target sequence (Q9GZV3 whole entry, looked up): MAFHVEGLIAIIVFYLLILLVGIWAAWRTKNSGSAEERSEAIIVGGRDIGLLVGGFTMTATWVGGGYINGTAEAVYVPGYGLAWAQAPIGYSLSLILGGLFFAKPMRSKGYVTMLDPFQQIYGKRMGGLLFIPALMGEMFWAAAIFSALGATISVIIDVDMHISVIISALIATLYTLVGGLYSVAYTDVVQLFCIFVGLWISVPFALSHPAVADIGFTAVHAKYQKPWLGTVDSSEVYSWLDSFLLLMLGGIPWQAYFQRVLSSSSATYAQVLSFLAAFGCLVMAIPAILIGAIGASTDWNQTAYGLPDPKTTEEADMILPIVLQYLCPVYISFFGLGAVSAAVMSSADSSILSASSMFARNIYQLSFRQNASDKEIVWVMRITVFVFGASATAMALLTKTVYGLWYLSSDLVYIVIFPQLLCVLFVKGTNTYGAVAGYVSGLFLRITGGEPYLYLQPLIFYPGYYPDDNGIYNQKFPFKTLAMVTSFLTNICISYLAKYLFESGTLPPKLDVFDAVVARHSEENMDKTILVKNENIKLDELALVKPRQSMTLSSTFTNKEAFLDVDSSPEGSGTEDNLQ
OX1R antagonist – antagonists of human orexin 1 receptor. AID 434989. CHO/OX1R cells, Fluo-8 calcium fluorescence, orexin A. inhibition, % at 5 µM. 330,000 tested, 0.43% active;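 active = inhibition above its plate's threshold, mean inhibition of all tested compounds on the plate plus 3 SD, cut at about 37% in these data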;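 note: 0% = orexin A challenge wells and 100% = SB-334867-A antagonist wells; not every result past the cut was called active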
Target sequence (O43613 whole entry, looked up): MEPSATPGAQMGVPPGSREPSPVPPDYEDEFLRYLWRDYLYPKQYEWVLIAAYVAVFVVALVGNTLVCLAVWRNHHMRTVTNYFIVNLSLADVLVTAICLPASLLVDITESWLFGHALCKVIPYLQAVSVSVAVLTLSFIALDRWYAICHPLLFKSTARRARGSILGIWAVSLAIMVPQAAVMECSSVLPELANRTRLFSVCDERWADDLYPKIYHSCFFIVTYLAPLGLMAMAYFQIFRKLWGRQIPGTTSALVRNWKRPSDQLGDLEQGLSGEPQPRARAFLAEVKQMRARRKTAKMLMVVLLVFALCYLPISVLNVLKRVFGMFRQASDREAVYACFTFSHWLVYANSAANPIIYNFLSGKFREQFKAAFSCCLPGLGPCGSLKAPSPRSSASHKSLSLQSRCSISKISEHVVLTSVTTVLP
Numbers without * were called inactive; i = inactive; x = not tested or not shown.

[1] Cc1cc(C)nc(/N=C2\NC(=O)CC3C(=O)NCCN23)n1 (stereo unspecified)
[2] O=C(O)c1ccccc1C(=O)NCC(O)COCC1CC=CCC1 (stereo unspecified)
[3] O=[N+]([O-])c1ccc(Sc2ccccc2)nc1
[4] COc1ccc(CC(=O)NNC(=O)c2nn(Cc3ccccc3)c(=O)c3ccccc23)cc1OC
[5] O=C(O)CNC(=O)c1cccc(C(F)(F)F)c1
[6] Cn1c(=O)[nH]c(=O)c2c1nc(N(CCO)Cc1ccccc1)n2Cc1ccccc1Cl

assay / compound	1	2	3	4	5	6
CHT PAM	i	i	i	i	i	i
OX1R antagonist	-4	-15	-2	-23	12	-16

[7] O=[N+]([O-])c1ccc(NCCNc2ccc(Cl)nn2)cc1
[8] N#Cc1c(-c2ccc(F)cc2)cc(C2CC2)nc1SCC(=O)c1cccs1
[9] Cc1ccccc1CSc1nc(C(C)(C)C)cc(=O)[nH]1
[10] CC(=O)c1ccc(OCCCCCCCOc2ccc(C(C)=O)cc2)cc1
[11] CC(/C=C/c1ccccc1)=N/NC(=O)C(O)c1ccccc1 (stereo unspecified)
[12] COC(=O)C1=C(N)OC2=C(C(=O)CCC2)C1c1cccs1 (stereo unspecified)

assay / compound	7	8	9	10	11	12
CHT PAM	i	i	i	i	i	i
OX1R antagonist	-12	-27	4	-1	-15	-17

[13] O=C(/C=C/c1ccccc1Cl)Nn1cnc2ccccc2c1=O
[14] CC(OC(=O)CCc1nc2ccccc2[nH]c1=O)C(=O)c1ccccc1 (stereo unspecified)
[15] O=C(Cn1ccc(NC(=O)OCc2ccccc2)nc1=O)NCCN1CCOCC1
[16] CCOc1ccc(/C=N/NC(=O)c2nnn(-c3nonc3N)c2-c2cccs2)cc1
[17] Cc1c(NC(=O)Cn2[nH]c(=O)c3ccccc3c2=O)c(=O)n(-c2ccccc2)n1C
[18] COc1cccc(OC)c1C(=O)Nc1ccc(N2CCCCC2)cc1

assay / compound	13	14	15	16	17	18
CHT PAM	i	i	x	i	i	i
OX1R antagonist	-24	3	3	-41	-7	-9

[19] COc1ccccc1CNC(=O)CN1C(=O)NC2(CCCC2)C1=O
[20] CC(=O)NC(c1cc(F)c2cccnc2c1O)C1CC1 (stereo unspecified)
[21] CCn1c(SCC(=O)N2CCCCC2)nnc1-c1ccc(S(=O)(=O)N2CCN(C)CC2)cc1
[22] O=C(CCN1C(=O)c2ccncc2C1=O)Nc1ccc2c(c1)OCCO2
[23] Cc1ccc(C(NC(=O)N2CCCC2)C(Cl)(Cl)Cl)cc1F (stereo unspecified)
[24] COc1ccc(C2(CNC(C)=O)CCOCC2)cc1OC

assay / compound	19	20	21	22	23	24
CHT PAM	x	x	i	i	i	i
OX1R antagonist	-5	-5	-15	-19	-36	-17

[25] CN(c1ccccc1C(=O)Nc1ccc(S(=O)(=O)N2CCOCC2)cc1)S(C)(=O)=O
[26] Cc1cccc(N(CC(=O)O)CC(=O)O)c1
[27] O=C(CSC1=NCCS1)N1CCCCCC1
[28] Cc1c(C(=O)N(Cc2ccncc2)CC2CCCO2)oc2c(F)cccc12 (stereo unspecified)
[29] O=C(c1cccc(S(=O)(=O)N2CCN(c3ccc(F)cc3)CC2)c1)N1CCCC(C(F)(F)F)C1 (stereo unspecified)
[30] Cc1ccc(-n2ncc3c(Nc4c(C)n(C)n(-c5ccccc5)c4=O)ncnc32)c(C)c1

assay / compound	25	26	27	28	29	30
CHT PAM	i	i	i	i	i	i
OX1R antagonist	-7	-3	-8	-3	-4	-3

[31] CC(=O)c1ccc(NC(=O)Cn2cnc(S(=O)(=O)N3CCOCC3)c2)cc1
[32] COc1ccc(C)cc1NC(=O)CN1CCN(S(=O)(=O)c2ccc(F)cc2)CC1
[33] COc1ccc(OC)c(NS(=O)(=O)c2ccc(NC(=O)c3ccc(NS(C)(=O)=O)cc3)cc2)c1
[34] O=[N+]([O-])c1cc(-c2csc(NC(CO)c3nc4ccccc4n3CCOCCO)n2)ccc1Cl (stereo unspecified)
[35] O=C(COC(=O)Cc1ccc([N+](=O)[O-])cc1)NC1CCCCCC1
[36] CCC(C)NC(=O)CS(=O)(=O)Cc1nc(-c2cccc(OC)c2)oc1C (stereo unspecified)

assay / compound	31	32	33	34	35	36
CHT PAM	i	i	i	i	x	i
OX1R antagonist	-9	-32	-2	-10	-29	-27

Full records as entered above. Screens in order: CHT PAM | OX1R antagonist
Results for COc1ccc(C)cc1NC(=O)CN1CCN(S(=O)(=O)c2ccc(F)cc2)CC1 = i | -32
Results for COC(=O)C1=C(N)OC2=C(C(=O)CCC2)C1c1cccs1 (stereo unspecified) = i | -17
Results for COc1ccc(C2(CNC(C)=O)CCOCC2)cc1OC = i | -17
Results for COc1ccccc1CNC(=O)CN1C(=O)NC2(CCCC2)C1=O = x | -5

Additional records follow:
[37] CCOC(=O)c1c(C)[nH]c(C)c1C(=O)COC(=O)c1ccc(Cl)nc1
[38] CCN(CC)CCN(C(=O)C1CCCCC1)c1nc2cc3c(cc2s1)OCO3
[39] O=C(NCC1CCCCC1)c1ccccc1[N+](=O)[O-]
[40] Cc1ccc(NC(=O)CN(C)CC(=O)Nc2ccccc2-c2ccccc2)cc1
[41] Cc1[nH]n2c(=O)c3c(nc2c1-c1cccc2ccccc12)CCC3
[42] CC(C)C1=CC(=Nc2ccc(S(N)(=O)=O)cc2)C=C(C(C)C)C1=O

assay / compound	37	38	39	40	41	42
CHT PAM	x	i	i	i	i	i
OX1R antagonist	-6	-11	6	-4	-35	x

[43] Cc1cc(C)c2cc(CN(CCO)Cc3nnnn3Cc3ccccc3)c(=O)[nH]c2c1
[44] CC(NC(=O)C12CC3CC(CC(O)(C3)C1)C2)c1ccc(Cl)cc1Cl (stereo unspecified)
[45] CCOC(=O)Cn1cnc2c(cnn2-c2ccc(Cl)cc2)c1=O
[46] O=C(COC(=O)C1COc2ccccc2O1)NC(=O)Nc1ccc2c(c1)OCCO2 (stereo unspecified)
[47] Cc1ccc2c(CC(=O)OCc3nc(N)nc(Nc4ccccc4C)n3)coc2c1
[48] O=C(ON=C1CCN(S(=O)(=O)c2ccccc2)CC1)c1ccc(F)cc1

assay / compound	43	44	45	46	47	48
CHT PAM	i	i	i	i	i	i
OX1R antagonist	-24	-16	-32	-20	-8	-10

[49] CNc1ccccc1C(C)(C)c1cc(-c2cc(C)cc(C)c2)no1
[50] COC(=O)c1nn(-c2ccc(OC)cc2)c(=O)c2c(N)sc(C)c12
[51] CCC(=O)N1CCc2cc(OC)c(OC)cc2C1COc1ccc(C(=O)OC)cc1 (stereo unspecified)
[52] Cc1ccc(N2C(=O)C3C4C=CC(CNC(=S)Nc5ccc(F)cc5)(O4)C3C2=O)cc1 (stereo unspecified)
[53] CC(C)(C)OC(=O)CNC(=O)c1[nH]cnc1C(=O)NCC(=O)OCc1ccccc1
[54] COc1ccc(Nc2nc(C)cc(C)c2C(N)=O)c(OC)c1

assay / compound	49	50	51	52	53	54
CHT PAM	i	i	i	i	i	i
OX1R antagonist	-35	-19	-8	-23	-24	-3

A stretch from the list above, as a working copy:
[53] CC(C)(C)OC(=O)CNC(=O)c1[nH]cnc1C(=O)NCC(=O)OCc1ccccc1
[54] COc1ccc(Nc2nc(C)cc(C)c2C(N)=O)c(OC)c1

assay / compound	53	54
CHT PAM	i	i
OX1R antagonist	-24	-3

Other structures:
[55] Cc1ccc(C(=O)/C=C/Nc2cccc([N+](=O)[O-])c2)o1
[56] O=C(COC(=O)Cc1ccc(S(=O)(=O)N2CCOCC2)s1)NCc1ccc(Cl)cc1
[57] O=C(NC12CC3CC(CC(C3)C1)C2)C1CC(=O)N(c2ccc(Br)cc2)C1 (stereo unspecified)
[58] O=C(CC1c2ccccc2Oc2ccccc21)Nc1ccccc1F
[59] O=C(COC(=O)c1nc(Cl)ccc1Cl)c1ccc(Cl)s1
[60] COc1ccc(C(=O)OCC(=O)NCc2ccco2)cc1OC

assay / compound	55	56	57	58	59	60
CHT PAM	i	i	i	i	i	i
OX1R antagonist	-28	-7	-10	-20	-25	-9

[61] NS(=O)(=O)c1ccc(CCNC(=O)COC(=O)/C=C/c2cc(Br)ccc2F)cc1
[62] COc1ccccc1NC(=O)Cn1nnc(C(=O)Nc2ccccc2)c1N
[63] Cc1ccc(S(=O)(=O)N(C)c2ccc(NS(C)(=O)=O)cc2)cc1
[64] CC1CN(C2CCCCC2)c2nc3c(c(=O)[nH]c(=O)n3C)n2C1 (stereo unspecified)
[65] O=C(NCC(=O)N1CCC(N2CCCCC2)CC1)C1CCCCC1
[66] CN(C)Cc1ccccc1Sc1cccc2ccccc12

assay / compound	61	62	63	64	65	66
CHT PAM	x	i	i	i	i	i
OX1R antagonist	-11	-2	-8	-17	-6	-20

[67] CC1(C)Cc2nc3oc4c(NCCCN5CCOCC5)ncnc4c3cc2CO1
[68] COC(=O)c1cccc([N+](=O)[O-])c1CS(=O)(=O)c1ccc(C)cc1
[69] CC1=C(C(=O)OCc2ccccc2)C(/C=C/c2ccccc2)N2C(=O)CCSC2=N1 (stereo unspecified)
[70] N#Cc1c(Nc2ccccc2)c(C=O)c[nH]c1=O
[71] Cc1cc(C(=O)COC(=O)CC2Sc3ccccc3NC2=O)c(C)n1-c1ccc(Br)cc1 (stereo unspecified)
[72] CC(=O)N1CCOc2ccc(S(=O)(=O)N(C)c3ccc(C)cc3)cc21

assay / compound	67	68	69	70	71	72
CHT PAM	i	i	i	i	i	i
OX1R antagonist	-12	-11	-8	10	-20	-14

[73] Cc1cc(O)ccc1NC1=CC(=O)CC(C)(C)C1
[74] O=C(NNC(=O)c1ccc(F)c(S(=O)(=O)N2CCOCC2)c1)c1ccc(Br)cc1
[75] N#C/C(=C\c1c(Cl)cccc1Cl)c1nc2ccccc2o1
[76] OC(C#CCN1CCCC1)c1ccccc1 (stereo unspecified)
[77] Cc1cc(C)c2sc(N(CCCN(C)C)C(=O)c3ccc(S(=O)(=O)N4CCc5ccccc5C4)cc3)nc2c1
[78] CCOC(=O)C1CCN(C(=O)CCNC(=O)Cn2cnc3ccccc3c2=O)CC1

assay / compound	73	74	75	76	77	78
CHT PAM	i	x	i	i	i	i
OX1R antagonist	-12	-18	-5	-5	-3	-25

[79] Cc1cc(NC(=O)CN(C)CCOc2ccccc2)ccc1Br
[80] O=C(c1ccco1)N1CCN(C2CC(=O)N(c3ccccc3)C2=O)CC1 (stereo unspecified)
[81] OC(COc1ccc2c(c1)OCO2)CN1CCCC1 (stereo unspecified)
[82] COCCN(C(=O)CCC(=O)Nc1ccccn1)C(C(=O)NCCC(C)C)c1ccc(OC)cc1 (stereo unspecified)
[83] COc1ccc(-n2c(Cc3cccn3C)nnc2SCC(=O)Nc2cccc(OC)c2)cc1
[84] Cc1nc(Oc2ccc(Cl)cc2)c2oc3ccccc3c2n1

assay / compound	79	80	81	82	83	84
CHT PAM	i	i	i	i	i	i
OX1R antagonist	-21	-16	-17	-25	-11	-34

[85] O=C(O)CCC(=O)Nc1ccc(-c2nnc(-c3ccco3)o2)cc1
[86] COc1ccc(S(=O)(=O)N(Cc2ccccc2)c2ccccc2C(=O)Nc2ccccc2C(=O)NCc2ccco2)cc1
[87] Cc1ccc(NC(=O)C(C)Sc2nc3nc(C)cc(C)n3n2)cc1 (stereo unspecified)
[88] O=C(c1cccs1)N1CCCc2ccccc21
[89] C[N+]1(C)CC2=Cc3ccccc3CC2C1 (stereo unspecified)
[90] COc1ccc(NCc2nnc(SCC(=O)c3ccc(C)cc3)o2)cc1

assay / compound	85	86	87	88	89	90
CHT PAM	i	i	x	i	i	i
OX1R antagonist	-15	-7	5	-14	0	-38

[91] CCOC(=O)C1=C(O)C(=O)N(Cc2cccnc2)C1c1ccc(C)cc1 (stereo unspecified)
[92] Cc1ccc(OC(C)C(=O)Nc2ccc(S(=O)(=O)Nc3cc(C)on3)cc2)cc1 (stereo unspecified)
[93] COC(=O)C1CN(C(=O)C(C)Oc2ccccc2Cl)c2ccccc2O1 (stereo unspecified)
[94] COc1ccccc1Cn1c(=S)[nH]c2cc(C(=O)N3CCC(C(N)=O)CC3)ccc2c1=O
[95] COCCCn1cc(C(=O)c2cc(Br)ccc2O)cc(C#N)c1=O
[96] Cc1ccc(C(=O)NNC(=O)c2ccc(NC(=O)C(C)(C)C)cc2)cc1

assay / compound	91	92	93	94	95	96
CHT PAM	i	i	i	i	i	i
OX1R antagonist	-20	-2	-27	-9	-31	-12

[97] O=C(NC1CCCCCC1)c1cccs1
[98] O=C(NCCNC(=O)c1ccccc1Cl)c1ccco1
[99] COc1ccc(N2CCN(C(=O)CCSCc3ccccc3F)CC2)cc1
[100] Cn1nc(OC(=O)Nc2ccc(F)cc2)cc1C(F)(F)F
[101] O=C(CSCCO)N1CCc2ccccc21
[102] O=C(CSc1nnc(-c2cccs2)n1C1CC1)NC1CCS(=O)(=O)C1 (stereo unspecified)
[103] CC(=O)Nc1ccc(C(=O)Nc2ccc(S(=O)(=O)N3CCCC3)cc2)cc1
[104] COc1ccc(NC(=O)CC2COc3ccccc3O2)c(OC)c1 (stereo unspecified)
[105] CCOc1ccc(-c2ncncc2-c2ccccc2OC)c(O)c1

assay / compound	97	98	99	100	101	102	103	104	105
CHT PAM	i	i	i	i	i	x	i	i	i
OX1R antagonist	-15	-14	-9	13	-14	-7	7	-24	-51

Random draw from the library. About 0.8% of those tested had a hit in this group.
